High-throughput results deposited in PubChem by several laboratories.
Scp1 inh: Scp-1 (human) phosphatase inhibition; Recombinant Scp1, phosphopeptide, malachite green phosphate absorbance; Q9GZU7; AID 493091; 340,000 compounds, 0.88% hits; inhibition, % at 20 µM;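 active = inhibition above about 50% at 20 µM, limit read from the data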;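 also: plate controls were DMSO wells with enzyme for no effect and wells lacking enzyme for full effect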
Target sequence (Q9GZU7 76-261 limits assumed): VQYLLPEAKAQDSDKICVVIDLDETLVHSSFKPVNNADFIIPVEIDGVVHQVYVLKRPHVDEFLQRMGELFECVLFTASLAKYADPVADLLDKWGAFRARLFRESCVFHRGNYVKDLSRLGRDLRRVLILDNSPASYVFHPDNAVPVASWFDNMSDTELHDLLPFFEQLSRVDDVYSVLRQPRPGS
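Test system: SCP-1 phosphatase catalytic domain, residues 76-261; measured by: colorimetric phosphate reagent with accelerator and stabiliser, absorbance at 630 nm; timing: enzyme reaction 45 min at room temperature, colour 5 min, stabilisation 30 min; also added: Phosphorylated 17-residue peptide substrate; compound dosing: one concentration, 20 µM, with 1.0% DMSO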
SUMO1 PPI mod: modulators of human SUMO1-mediated protein-protein interactions | SUMO1 binding to a labelled peptide, TR-FRET, 1 h | inhibition, % at 20 µM | 360,000 compounds, 0.33% hits | AID 602429; in the data active = inhibition above about 37%
Target sequence (P63165 whole entry, looked up): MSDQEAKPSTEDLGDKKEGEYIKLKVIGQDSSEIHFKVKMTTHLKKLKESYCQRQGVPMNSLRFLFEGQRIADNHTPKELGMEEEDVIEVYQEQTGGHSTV
DNMT1 inh: DNMT1 (human) enzyme inhibition | P26358 | DNMT1 molecular beacon, Hinp1I cleavage, fluorescence | inhibition (reported as % activation of signal), % at 10 µM | 360,000 compounds, 0.83% hits; in the data active = inhibition above about 50%
MsrA act: activators of bovine methionine sulfoxide reductase A; purified bovine MsrA, absorbance read-out; activation, % at 10.6 µM; 360,000 compounds, 0.3% hits; AID 602163; in the data active = activation above about 7.5%;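 also: 0% = vehicle and 100% = reference activator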
STEP block: blocks human striatal-enriched tyrosine phosphatase | recombinant STEP, OMFP fluorogenic substrate, fluorescence | 360,000 compounds, 0.25% hits | P54829 | inhibition, % at 20 µM | AID 588621;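 active = inhibition at 20 µM, scaled per plate between control wells, above about 37%, limit read from the data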;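 also: 0% = DMSO with enzyme and substrate and 100% = substrate only without enzyme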
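Assay system: isolated STEP enzyme / Timing: 20 min at room temperature, dark / Doses: 20 µM, 1% DMSO / Technique: fluorescence intensity, excitation 480 nm, emission 540 nm / Reagent: fluorogenic phosphatase substrate OMFP at 25 µM final / Measure: percent inhibition scaled to no-enzyme and uninhibited-enzyme controls, plate-pattern corrected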
LMPTP block: LMPTP (human) inhibition | recombinant LMPTP-A, OMFP fluorogenic substrate, fluorescence intensity | inhibition, % at 20 µM | 360,000 compounds, 0.22% hits | AID 651560;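 active = compounds that cut the enzyme signal by at least half of the control window in the single-dose screen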;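 also: plate controls were DMSO wells with enzyme plus substrate for no effect and substrate without enzyme for full effect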
Target sequence (P24666 whole entry, looked up): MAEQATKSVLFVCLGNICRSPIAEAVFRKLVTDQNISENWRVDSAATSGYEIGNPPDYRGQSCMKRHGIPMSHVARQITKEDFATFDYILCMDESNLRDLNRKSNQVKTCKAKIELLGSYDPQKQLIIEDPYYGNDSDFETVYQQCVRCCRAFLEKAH
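Test system – LMPTP-A enzyme · Amount – LMPTP-A at 0.625 nM final in the reaction · Buffer or medium – Bis-Tris pH 6.0, DTT, detergent · Reagent – OMFP 400 µM · Doses – single 20 µM dose · Schedule – reaction 50 min, room temperature, dark · Detection – fluorescence intensity of OMFP turnover product · Evaluation – percent inhibition versus substrate-only and uninhibited controls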
MsrA inhibitor: inhibitors of bovine MsrA | purified bovine MsrA, absorbance read-out | inhibition, % at 15.5 µM | 360,000 compounds, 0.75% hits | AID 651718; in the data active = inhibition above about 4.5%;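 also: 0% = vehicle wells with enzyme and 100% = reference inhibitor wells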
NRP1-CendR mod: NRP-1/CendR interaction modulation; O14786; FAM-RPARPAR peptide binding to NRP-1, fluorescence polarization; inhibition, % at 25 µM; 360,000 compounds, 0.85% hits;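 active = inhibition or corrected inhibition above about 18%, plus a signal ratio from 0.5 to 1.5, limit read from the data, passing the limit was not always enough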; also: strong numbers were not always called active
eLon inh: E. coli protease La inhibition; 360,000 compounds, 0.42% hits; AID 602123; inhibition, % at 7.94 µM; purified E. coli Lon protease, fluorescence polarization; in the data active = inhibition above about 13%, passing the limit was not always enough;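 also: 0% = enzyme with probe and DMSO and 100% = no enzyme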
Tb MetRS inh: Trypanosoma brucei MetRS inhibition. purified T. brucei MetRS, ATP depletion, Kinase-Glo luminescence. inhibition, % at 11.9 µM. 360,000 compounds, 0.4% hits. AID 624268;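 active = inhibition above a per-plate cutoff of the control wells' mean inhibition plus 3 SD, cut at about 5.5% in these data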;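 also: 0% = DMSO wells median and 100% = median of wells with control inhibitor compound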
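Material – parasite MetRS enzyme · Medium – HEPES-MgCl2-KCl buffer plus DTT, spermine, BSA, pyrophosphatase · Reagent – ATP, methionine and E. coli bulk tRNA substrates · Times – 15 min enzyme-compound preincubation, 2 h reaction, 10 min detection, 25 °C · Measured by – luminescence of leftover ATP · Evaluation – percent inhibition relative to median high and low control wells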
* = called active by the depositor; x = no result given; & = joins results of further samples.

compound,Scp1 inh,SUMO1 PPI mod,DNMT1 inh,MsrA act,STEP block,LMPTP block,MsrA inhibitor,NRP1-CendR mod,eLon inh,Tb MetRS inh
O=C(c1ccc2c3n(nc2c1)-c1ccccc1CO3)N1CCOCC1,-6.5,-16.3,-1.2,-4.3,-1.8,0.7,x,0.0,-6.4,-1.1
O=[N+]([O-])c1ccccc1CN1CCN(Cc2ccc3ccccc3c2)CC1,-7.5,-2.4,4.7,-8.5,-4.2,-0.5,0.1,-2.5,3.7,-0.9
O=S(=O)(c1cnc(Cl)c(Br)c1)N1CCN(c2ncccn2)CC1,-5.2,-0.1,5.3,-0.7,1.4,0.3,0.8,-7.9,-9.2,-0.1
Nc1ncnc2c1ncn2[C@@H]1O[C@H](C(=O)NCCc2ccc(F)cc2)[C@@H](O)[C@H]1O,x,-6.3,3.2,-1.6,-1.0,-1.3,0.5,-6.6,3.1,0.1
O=C(NC(=S)NCc1ccc(Cl)cc1)c1ccco1,0.0,-0.9,-9.4,-10.5,1.6,1.6,-0.5,6.8,-2.2,-0.5
COc1cccc(CN(C)CC2CCCN(CCc3ccccc3C)C2)c1 (stereo not drawn),9.2,1.1,1.8,-2.8,-2.0,-1.2,-1.1,9.3,-4.2,-0.7
O=C(CSc1nnc(Cc2ccccc2)o1)Nc1ccc2c(c1)OCO2,-3.4,-0.5,-3.4,-5.1,2.6,-0.3,0.8,-6.8,-5.9,-1.1
COc1ccc(N2CCN(C(=O)c3cccc(S(=O)(=O)N4CCCc5ccccc54)c3)CC2)cc1,4.8,1.6,-2.4,-3.8,1.4,3.0,1.3,-0.1,-8.1,0.1
Cc1ccc(C(=O)N/C(=C\c2ccco2)C(=O)NCCCN2CCOCC2)cc1C,-4.8,-4.8,0.1,-2.4,-2.2,-3.9,3.9,17.2,4.2,-0.6
OC(CN1CCOCC1)C12CC3CC(CC(C3)C1)C2 (stereo not drawn),-5.2,-1.6,-1.0,-0.8,-0.2,-1.0,-0.5,8.9,-1.4,0.2
COc1ccc(C(C(=O)NC2CCCC2)N(C(=O)c2ccoc2C)c2ccc(C)c(C)c2)cc1 (stereo not drawn),-6.7,1.2,-0.9,-2.7,-1.2,-0.4,1.6,14.3,6.1,-0.4
Cc1ccsc1CNS(=O)(=O)c1ccc(F)cc1,-1.8,3.1,1.9,-2.2,4.5,0.4,0.7,-10.7,8.3,-0.3
c1ccc2c(c1)cnc1ccccc12,-12.8&-7.8,5.2&0.7,-1.8&7.1,-2.0&-3.6,7.1&0.2,-0.2&0.6,-0.3&0.7,-7.2&-5.8,7.6&-5.2,-0.8&-0.2
Cc1ccc(Cl)cc1NC(=S)NN,-7.9,-1.6,-1.9,1.4,-0.7,0.1,1.9,-9.0,-3.7,-0.5
CCOC(=O)c1sc(NC(=O)CCN2CCCCCC2)c(C(=O)OCC)c1C,2.1,0.1,0.8,-0.8,1.0,0.2,1.0,-7.0,-6.8,-0.1
O=C(NCc1ccc(F)cc1)C(c1ccco1)N(C(=O)c1csnn1)c1ccccc1 (stereo not drawn),-0.8,-3.8,0.0,-1.5,-1.1,-1.8,-1.2,-6.3,1.7,0.1
S=C(NCC1CCCO1)Nc1ccc(Cl)c(Cl)c1 (stereo not drawn),-2.8,3.6,1.9,0.3,-0.8,-0.1,-1.9,-5.9,6.2,1.1
CCOc1ccc(OCCCC(=O)N2CCN(S(=O)(=O)c3ccccc3C#N)CC2)cc1,-15.2,1.8,-2.2,-6.1,2.8,1.9,0.7,13.1,-7.1,-0.2
CC(=O)OCC(=O)Nc1ccccc1C,-28.7,-3.8,-0.7,-2.2,1.6,-0.5,0.6,7.9,4.6,0.4
COc1cccc(NC(=O)COC(=O)c2nc(Cl)ccc2Cl)c1,-7.1,2.9,-7.0,-1.9,1.9,-0.4,-1.4,1.1,4.6,-0.8
COc1cc(/C=C/C(=O)OCC(=O)N2CCc3ccccc32)cc(OC)c1OC,x,-20.9,-10.1,-1.6,2.2,0.4,1.5,-7.7,-14.3,0.3
Cc1cc(C(=O)N2CCCC(C)(C(=O)NS(=O)(=O)C3CC3)C2)nn1C(C)(C)C (stereo not drawn),x,2.0,-2.3,-1.6,-1.7,-1.6,-0.8,-10.3,-6.7,-0.1
Cc1nc(SCc2ccccc2)c2oc3ccccc3c2n1,-13.3,8.7,1.8,0.0,0.9,2.9,-0.8,9.3,-3.4,0.5
CCO[C@@H]1OC(C(=O)N2CCN(Cc3ccccc3)CC2)=C[C@H](c2csc3ccccc23)[C@H]1CCCO,0.6,-1.8,-4.3,-1.1,0.5,1.6,0.3,-16.7,4.9,0.5
O=C(c1ccc(Cn2c(=O)[nH]c3ccccc3c2=O)cc1)N1CCN(c2ccc(F)cc2)CC1,-10.8,16.4,0.7,-0.7,-0.9,0.9,0.4,-5.0,-1.5,0.1
CCOC(=O)C1CCCN(C(=O)c2ccc3c(c2)C(C)(C)CCC3(C)C)CC1 (stereo not drawn),x,0.1,4.2,0.0,-1.9,2.7,-0.8,7.9,-0.9,-0.2
CCNc1ccc(C(=O)NN=C2CCCC2)cc1[N+](=O)[O-],-8.6,-21.9,-7.1,-2.5,2.4,1.8,1.7,11.2,-6.3,-0.2
Cc1[nH]n(-c2ccccc2)c(=O)c1/C=N\NC(=O)C1COc2ccccc2O1 (stereo not drawn),-10.1,0.4,-8.2,-8.2,1.2,-1.2,0.7,3.7,-3.4,-1.4
COC(=O)Nc1nc2c(C)cccc2s1,-4.4,-1.2,-2.3,-0.5,0.0,-0.2,1.0,-1.4,1.8,0.4
N#CCCN(C(=O)CSc1nc(-c2ccccc2)cn1N)c1ccc(F)cc1,-3.1,3.1,-1.6,5.2,-3.2,0.8,-0.3,9.2,-5.5,-0.1
CC1CCCCC1NC(=O)CN1C(=O)COc2ccccc21 (stereo not drawn),4.0,-0.1,2.5,-8.3,-1.5,-1.0,-1.3,0.4,1.1,-0.1
COc1ccc(OC)c(NC(=O)CSc2nc3c(c(=O)n(C)c(=O)n3C)n2C)c1,-9.4,4.6,-2.0,-2.3,2.8,-0.6,0.2,-10.1,-1.3,0.0
O=C(NC1CCCc2c1cnn2-c1cc(F)cc(F)c1)c1ccccn1 (stereo not drawn),-6.1,-3.4,1.0,-1.1,1.2,-0.2,-0.5,6.5,-9.9,0.3
Cc1ccc(-c2n[nH]c(=S)n2-c2ccccc2)cc1,7.5,1.9,6.6,3.4,0.8,0.5,1.1,-1.6,-6.2,-0.5
COc1ccc2c(C)cc(SCC(=O)Nc3ccc(Cl)cn3)nc2c1,-2.7,-15.4,10.3,-5.8,2.0,0.2,-0.3,-12.8,-16.5,-0.3
CCOC(=O)N1CCN(S(=O)(=O)c2ccc(C)cc2)CC1,-7.3,1.5,-5.8,-1.1,-1.5,-4.2,0.3,-0.8,-1.9,1.4
CCOC(=O)C1CCN(C(=O)c2ccc3c(SCC(=O)O)c4c(nc3c2)CCCC4)CC1,4.6,22.1,-2.2,-2.2,1.2,-1.0,1.4,-3.8,5.4,0.2
S=c1[nH]nc(-c2ccc3ccccc3n2)n1-c1ccc2c(c1)OCCO2,0.3,0.1,-0.2,-5.2,-0.4,0.4,0.1,-3.1,0.7,-0.4
COCCn1nnnc1C(C(C)C)N(Cc1ccccc1)Cc1cc2cc(OC)ccc2[nH]c1=O (stereo not drawn),4.6,-2.5,-11.4,-1.5,3.8,0.0,-0.5,7.4,8.9,-0.5
CCC(C(=O)OC)(C(=O)OC)c1ccc([N+](=O)[O-])cc1,-6.1,-10.9,2.6,-1.6,0.6,-1.3,-0.2,4.8,-1.0,-0.1
COc1ccc(CN2CCC[C@]3(N[C@H](c4ccccc4)[C@@H]4C(=O)N(Cc5ccccc5)C(=O)[C@@H]43)C2=O)cc1,x,2.4,-3.4,-1.0,-0.6,-1.9,0.3,-12.6,12.3,0.2
CC[C@@H](C)[C@@H](C(=O)N1CCN(C(=O)OC(C)(C)C)CC1)n1cc(CCC(=O)O)nn1,-2.3,-2.8,2.3,-3.5,0.6,-1.9,-1.6,7.0,5.0,-0.4
O=C(NCCO)/C(=C\c1ccco1)NC(=O)c1ccco1,3.0,-1.3,-1.2,-7.9,-0.8,-2.3,1.4,-8.1,19.8,-0.2
CCc1nnc(NC(=O)c2sc3nc4c(cc3c2N)CCCCC4)s1,0.5,-4.4,4.1,-2.4,1.3,1.2,1.9,-8.0,-6.6,-0.2
Cc1nn(-c2ccccc2)c2sc(C(=O)N3CCOCC3)cc12,2.7,2.5,12.9,-1.2,-1.5,1.4,-1.1,6.1,6.2,-0.8
Cc1ccc(C)c(OCC(=O)Nc2ccc3c(c2)OCO3)c1C,-0.3,0.2,-4.5,-4.6,0.5,0.2,1.0,-1.5,-0.2,-0.7
COc1cccc(NC(=O)C2CCC(CNS(=O)(=O)c3cccc4cccnc34)CC2)c1 (stereo not drawn),-9.0,5.7,0.8,-3.2,0.5,-0.1,-0.1,15.8,-0.2,-1.1
